Screening data (PubChem)
CSN deneddyl inh: blocks human CSN-mediated cullin deneddylation. 0.38% of 360,000 active. Q92905. inhibition, % at 12.5 µM. Purified CSN, SCF-Nedd8-OG deneddylation, fluorescence polarization;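 active = pattern-corrected inhibition above about 35%, with an unprinted fluorescence ratio check between 0.5 and 1.5, limit read from the data, passing the limit was not always enough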;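 note: 0% = enzyme with substrate and 100% = substrate without enzyme; some results filed as inactive read as strong as hits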
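Assay system: purified human Csn5 enzyme expressed in HEK293T cells; measure: % inhibition; also added: SCFSkp2-Nedd8OG substrate at 10 nM final; technique: fluorescence polarization; times: reaction 90 min, room temperature; medium: Tris buffer pH 7.5, NaCl, DTT, Tween-20, trehalose, ovalbumin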
Rpn11 block: inhibitors of human proteasome Rpn11 | O00487 | human 26S proteasome, Ub4-pepOG fluorescence polarization; 20S core pre-blocked with epoxomicin | calls only at 20 µM | 0.59% of 360,000 active;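 active = inhibition at 20 µM, scaled to each plate's controls, above about 33%, limit read from the data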
SKN-1 inh: blocks SKN-1 activity in C. elegans | inhibition, % at 21.8 µM | C. elegans VP596 Pgst-4::GFP/RFP ratio, acrylamide-induced, 24 h | 0.49% of 360,000 active;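 active = interference check ratio from 0.5 to 1.5 plus GFP to RFP signal ratio inhibition reaching or exceeding a fixed threshold, cut at about 30% in these data, passing the limit was not always enough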; note: some compounds called inactive have numbers as strong as hits
Rin1-Abl PPI inh: human Rin1-Abl interaction inhibition. AID 588664. 0.4% of 360,000 active. inhibition, % at 7.35 µM. TR-FRET Rin1/Abl binding, biochemical; in the data active = inhibition above about 5%, passing the limit was not always enough
Target sequence (P00519 whole entry, looked up): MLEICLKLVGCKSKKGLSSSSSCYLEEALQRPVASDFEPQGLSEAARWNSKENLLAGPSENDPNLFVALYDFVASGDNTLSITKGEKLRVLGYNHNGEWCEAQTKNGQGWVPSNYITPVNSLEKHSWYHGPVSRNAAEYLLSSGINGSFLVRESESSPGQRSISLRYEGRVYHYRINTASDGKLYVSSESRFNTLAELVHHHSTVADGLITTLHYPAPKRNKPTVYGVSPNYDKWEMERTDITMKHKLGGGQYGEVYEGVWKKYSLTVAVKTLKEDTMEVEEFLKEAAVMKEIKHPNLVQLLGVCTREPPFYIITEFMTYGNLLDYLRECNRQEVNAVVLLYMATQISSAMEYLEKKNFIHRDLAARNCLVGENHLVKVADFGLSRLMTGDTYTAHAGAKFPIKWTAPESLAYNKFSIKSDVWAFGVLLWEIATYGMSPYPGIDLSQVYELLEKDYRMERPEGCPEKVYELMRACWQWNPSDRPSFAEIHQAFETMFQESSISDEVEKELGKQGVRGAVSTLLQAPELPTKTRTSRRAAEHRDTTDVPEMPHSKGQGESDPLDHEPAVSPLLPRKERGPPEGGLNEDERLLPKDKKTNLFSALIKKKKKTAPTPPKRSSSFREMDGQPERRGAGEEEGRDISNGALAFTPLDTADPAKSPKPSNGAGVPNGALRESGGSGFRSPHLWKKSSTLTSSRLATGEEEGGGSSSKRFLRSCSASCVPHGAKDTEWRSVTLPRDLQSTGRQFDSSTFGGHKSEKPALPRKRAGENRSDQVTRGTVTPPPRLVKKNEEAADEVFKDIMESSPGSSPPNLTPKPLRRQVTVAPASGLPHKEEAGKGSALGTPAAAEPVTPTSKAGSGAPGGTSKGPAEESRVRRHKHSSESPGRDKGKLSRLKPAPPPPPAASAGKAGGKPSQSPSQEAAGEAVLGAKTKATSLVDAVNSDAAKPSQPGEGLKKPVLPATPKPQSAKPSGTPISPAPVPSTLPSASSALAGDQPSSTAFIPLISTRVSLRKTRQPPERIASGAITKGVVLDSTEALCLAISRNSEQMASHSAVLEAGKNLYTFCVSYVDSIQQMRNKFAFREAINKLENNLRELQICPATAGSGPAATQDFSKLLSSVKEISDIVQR
Target sequence (Q13671 whole entry, looked up): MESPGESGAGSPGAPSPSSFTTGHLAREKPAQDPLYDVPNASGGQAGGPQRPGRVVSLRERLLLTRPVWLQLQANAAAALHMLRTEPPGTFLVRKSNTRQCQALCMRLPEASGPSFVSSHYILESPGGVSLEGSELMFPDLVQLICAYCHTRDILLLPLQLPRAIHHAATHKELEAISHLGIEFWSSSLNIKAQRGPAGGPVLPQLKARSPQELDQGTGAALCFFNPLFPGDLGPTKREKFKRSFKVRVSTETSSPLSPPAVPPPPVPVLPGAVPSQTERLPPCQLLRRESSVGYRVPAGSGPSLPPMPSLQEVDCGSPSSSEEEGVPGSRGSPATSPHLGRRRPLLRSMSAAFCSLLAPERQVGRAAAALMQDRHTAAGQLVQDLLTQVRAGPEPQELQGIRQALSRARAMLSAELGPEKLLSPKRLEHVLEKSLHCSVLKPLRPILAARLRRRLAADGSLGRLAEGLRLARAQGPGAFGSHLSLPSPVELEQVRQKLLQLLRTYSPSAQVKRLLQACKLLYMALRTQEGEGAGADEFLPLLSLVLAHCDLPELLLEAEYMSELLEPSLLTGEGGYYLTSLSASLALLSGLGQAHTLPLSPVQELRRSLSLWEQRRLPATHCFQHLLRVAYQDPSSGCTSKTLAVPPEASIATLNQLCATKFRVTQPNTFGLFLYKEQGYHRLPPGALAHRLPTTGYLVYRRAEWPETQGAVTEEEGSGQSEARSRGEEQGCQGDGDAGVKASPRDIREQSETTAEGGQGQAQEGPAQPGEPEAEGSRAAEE
FAS-TE inh: blocks the thioesterase domain of human fatty acid synthase. P49327. recombinant FAS-TE, OMFH fluorogenic substrate, fluorescence endpoint. inhibition, % at 15 µM. 0.67% of 360,000 active;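 active = compounds whose normalised, plate-corrected inhibition of enzyme fluorescence in the single-dose primary screen is 50% or more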;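 note: 0% = DMSO with enzyme and 100% = substrate without enzyme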
PABP1 MLLE inh: blocks PAM2 peptide binding to the PABP1 MLLE domain. GST-MLLE / FITC-PAM2 fluorescence polarization. inhibition, % at 20 µM. AID 588489. P11940. 0.36% of 360,000 active; in the data active = inhibition above about 35%, passing the limit was not always enough;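 note: plate controls were DMSO wells with GST-MLLE for no effect and wells lacking GST-MLLE protein for full effect; some results filed as inactive read as strong as hits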
NadD inh: inhibitors of Staphylococcus aureus NadD; purified NadD enzyme, colorimetric absorbance read-out; inhibition, % at 20 µM; 0.78% of 360,000 active; AID 602399; in the data active = inhibition above about 26%; note: some compounds past the cut are filed as inactive
MT1-MMP act inh: blocks activation of human MT1-MMP; AID 651647; HT1080 RFP-PRO-GFP cells, GFP/RFP ratio fluorescence, overnight; percent of plate control window, DMSO zero; GFP/RFP ratio change, % at 20 µM; 0.061% of 360,000 active; P50281;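 active = GFP/RFP ratio change of at least 30% with cell ATP level not reduced by more than half and red fluorescence within 50% of control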; note: strong numbers were not always called active
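Assay system: HT1080 RFP-PRO-GFP cells. Benchmarks: DMSO vehicle wells and RFP-L50D-GFP reporter cell wells. Times: overnight cell settling, then overnight compound exposure, 37 °C, 5% CO2. Compound: 20 µM single dose, 1% DMSO. Read-out basis: GFP/RFP fluorescence ratio.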
Neddyl block: inhibitors of human cullin neddylation. calls only at 25 µM. TR-FRET cullin neddylation, biochemical. AID 651699. 0.58% of 360,000 active; in the data active = inhibition above about 36%
An asterisk follows results filed as active.

For CCN(C(=O)COC(=O)c1ccc(OC)c(S(=O)(=O)N2CCCc3ccccc32)c1)C1CCS(=O)(=O)C1 (stereo not drawn) the results were CSN deneddyl inh 0, Rpn11 block inactive, SKN-1 inh 2, Rin1-Abl PPI inh 2, FAS-TE inh -1, PABP1 MLLE inh -10, NadD inh 10, MT1-MMP act inh -1 and Neddyl block inactive.
CCN1/C(=C2/SC(=S)N(NC(C)=O)C2=O)Sc2ccc(Cl)cc21 was read as CSN deneddyl inh 5, Rpn11 block inactive, SKN-1 inh 2, Rin1-Abl PPI inh -6, FAS-TE inh 7, PABP1 MLLE inh -55, NadD inh 3, MT1-MMP act inh -15 and Neddyl block inactive.
For O=C(OCc1cn(-c2ccc(Cl)c(Cl)c2)nn1)c1ccccc1Cl the results were CSN deneddyl inh 2, Rpn11 block inactive, SKN-1 inh -6, Rin1-Abl PPI inh 0, FAS-TE inh 34, PABP1 MLLE inh 4, NadD inh 1, MT1-MMP act inh 7 and Neddyl block inactive.
`NC(=S)Nc1cccc2cc3ccccc3cc12` gave CSN deneddyl inh -9, Rpn11 block inactive, SKN-1 inh 3, Rin1-Abl PPI inh -6, FAS-TE inh -63, PABP1 MLLE inh 131, NadD inh 8, MT1-MMP act inh -47 and Neddyl block active.
Screening COC(=O)c1scc(S(=O)(=O)c2ccccc2)c1N returned CSN deneddyl inh -3, Rpn11 block inactive, SKN-1 inh -2, Rin1-Abl PPI inh -2, FAS-TE inh 3, PABP1 MLLE inh -9, NadD inh -9, MT1-MMP act inh 3 and Neddyl block inactive.
For COc1ccc(/C=C/C(=O)N(Cc2cccs2)C2CCS(=O)(=O)C2)cc1 (stereo not drawn) the results were CSN deneddyl inh -2, Rpn11 block inactive, SKN-1 inh 0, Rin1-Abl PPI inh -1, FAS-TE inh 3, PABP1 MLLE inh 13, NadD inh -3, MT1-MMP act inh 1 and Neddyl block inactive.
For C=CCNC(=O)c1ccc(-c2ccc([N+](=O)[O-])cc2)o1 the results were CSN deneddyl inh 3, Rpn11 block inactive, SKN-1 inh 14, Rin1-Abl PPI inh -3, FAS-TE inh 4, PABP1 MLLE inh 25, NadD inh 5, MT1-MMP act inh -2 and Neddyl block inactive.
`O=C(O)c1ccc(/C=N/N2CCN(c3ccccc3)CC2)cc1` gave CSN deneddyl inh 6, Rpn11 block inactive, SKN-1 inh 2, Rin1-Abl PPI inh -2, FAS-TE inh -1, PABP1 MLLE inh -4, NadD inh 4, MT1-MMP act inh 0 and Neddyl block inactive.
For Cc1onc(-c2c(Cl)cccc2Cl)c1C(=O)NNC(=O)c1c(-c2c(Cl)cccc2Cl)noc1C the results were CSN deneddyl inh 113, Rpn11 block inactive, SKN-1 inh 7, Rin1-Abl PPI inh 2, FAS-TE inh 14, PABP1 MLLE inh 1, NadD inh -6, MT1-MMP act inh -2 and Neddyl block inactive.
Screening Cn1c(SCC(O)c2ccccc2)nnc1-c1ccc2ccccc2c1 (stereo not drawn) returned CSN deneddyl inh 3, Rpn11 block inactive, SKN-1 inh 10, Rin1-Abl PPI inh -5, FAS-TE inh -6, PABP1 MLLE inh -20, NadD inh 2, MT1-MMP act inh 4 and Neddyl block inactive.
ON=C1c2ccccc2-c2ccc(Br)cc21 was read as CSN deneddyl inh -3, Rpn11 block inactive, SKN-1 inh 11, Rin1-Abl PPI inh 2, FAS-TE inh -90, PABP1 MLLE inh -5, NadD inh -7, MT1-MMP act inh 1 and Neddyl block inactive.
Screening COc1ccc(C(C)=O)cc1COC(=O)c1c(C)noc1C returned CSN deneddyl inh 1, Rpn11 block inactive, SKN-1 inh -4, Rin1-Abl PPI inh 1, FAS-TE inh -1, PABP1 MLLE inh -12, NadD inh 1, MT1-MMP act inh 1 and Neddyl block inactive.
Screening O=C(/C=C/c1cccs1)N1CCOCC1 returned CSN deneddyl inh -5, Rpn11 block inactive, SKN-1 inh 13, Rin1-Abl PPI inh -3, FAS-TE inh -15, PABP1 MLLE inh 3, NadD inh -1, MT1-MMP act inh 3 and Neddyl block inactive.
For COc1ccc(-c2nc(CS(=O)CC(=O)NCCC3=CCCCC3)c(C)o2)cc1 (stereo not drawn) the results were CSN deneddyl inh -1, Rpn11 block inactive, SKN-1 inh -8, Rin1-Abl PPI inh 1, FAS-TE inh 0, PABP1 MLLE inh 16, NadD inh 3, MT1-MMP act inh 1 and Neddyl block inactive.
Cc1[nH]c(C)c(S(=O)(=O)NCC(C)c2ccccc2)c1C(=O)N1CCCCC1 (stereo not drawn) was read as CSN deneddyl inh 6, Rpn11 block inactive, SKN-1 inh 5, Rin1-Abl PPI inh 2, FAS-TE inh -4, PABP1 MLLE inh -1, NadD inh 3, MT1-MMP act inh 0 and Neddyl block inactive.
N#Cc1c(N)n[nH]c1-c1cc2c([nH]1)CCCC2 was read as CSN deneddyl inh 3, Rpn11 block inactive, SKN-1 inh -4, Rin1-Abl PPI inh 0, FAS-TE inh -22, PABP1 MLLE inh 11, NadD inh 2, MT1-MMP act inh -7 and Neddyl block inactive.
For O=C(CCn1c(=O)[nH]c2ccsc2c1=O)N1CCN(c2cccc(Cl)c2)CC1 the results were CSN deneddyl inh -1, Rpn11 block inactive, SKN-1 inh 0, Rin1-Abl PPI inh 0, FAS-TE inh -2, PABP1 MLLE inh 11, NadD inh -5, MT1-MMP act inh 3 and Neddyl block inactive.
COc1ccc(C2=CC(=O)C[C@H](c3ccc(Cl)cc3)C2)cc1 was read as CSN deneddyl inh 3, Rpn11 block inactive, SKN-1 inh 6, Rin1-Abl PPI inh -2, FAS-TE inh 34, PABP1 MLLE inh 9, NadD inh -13, MT1-MMP act inh 8 and Neddyl block inactive.
Screening Cc1ccc(CNC(=O)CCS(=O)(=O)c2ccc(Cl)cc2)cc1 returned CSN deneddyl inh -6, Rpn11 block inactive, SKN-1 inh -7, Rin1-Abl PPI inh 0, FAS-TE inh -1, PABP1 MLLE inh 6, NadD inh 0, MT1-MMP act inh 1 and Neddyl block inactive.
`CCCCCCCCN1[C@@H](CC(=O)OCC)c2cc(F)ccc2S1(=O)=O` gave CSN deneddyl inh -1, Rpn11 block inactive, SKN-1 inh 15, Rin1-Abl PPI inh 1, FAS-TE inh 34, PABP1 MLLE inh -6, NadD inh -15, MT1-MMP act inh 2 and Neddyl block inactive.
CC(C)OC(=O)C(C)Nc1ccc(F)c(Cl)c1 (stereo not drawn) was read as CSN deneddyl inh -3, Rpn11 block inactive, SKN-1 inh -3, Rin1-Abl PPI inh -3, FAS-TE inh 4, PABP1 MLLE inh -2, NadD inh -8, MT1-MMP act inh -1 and Neddyl block inactive.
COc1ccc(NC(=O)CS(=O)(=O)Cc2nc(-c3ccc(C)cc3)oc2C)cc1 was read as CSN deneddyl inh 3, Rpn11 block inactive, SKN-1 inh -1, Rin1-Abl PPI inh 0, FAS-TE inh -5, PABP1 MLLE inh -16, NadD inh -2, MT1-MMP act inh -3 and Neddyl block inactive.
Screening Cc1ccc(S(=O)(=O)N(C)c2ccc(C(=O)N3CCN(Cc4ccc5c(c4)OCO5)CC3)cc2)cc1 returned CSN deneddyl inh 4, Rpn11 block inactive, SKN-1 inh -5, Rin1-Abl PPI inh -1, FAS-TE inh 23, PABP1 MLLE inh -15, NadD inh 2, MT1-MMP act inh 5 and Neddyl block inactive.
COc1ccc(C(=O)/C=C/Nc2cc(C)ccn2)cc1 was read as CSN deneddyl inh 6, Rpn11 block inactive, SKN-1 inh 25, Rin1-Abl PPI inh 0, FAS-TE inh 14, PABP1 MLLE inh -12, NadD inh -6, MT1-MMP act inh -1 and Neddyl block inactive.
Cc1cccc(C)c1N=C1SC(CC(=O)Nc2c(C)cccc2C)C(=O)N1CCc1ccccn1 (stereo not drawn) was read as CSN deneddyl inh 1, Rpn11 block inactive, SKN-1 inh 3, Rin1-Abl PPI inh 2, FAS-TE inh 3, PABP1 MLLE inh 14, NadD inh -6, MT1-MMP act inh -8 and Neddyl block inactive.
For COc1ccc(CC(=O)Oc2ccccc2C)cc1S(=O)(=O)N1CCOCC1 the results were CSN deneddyl inh -6, Rpn11 block inactive, SKN-1 inh -21, Rin1-Abl PPI inh 0, FAS-TE inh -2, PABP1 MLLE inh 4, NadD inh -5, MT1-MMP act inh -5 and Neddyl block inactive.
Cc1cccc(NC(=O)CCc2ccc(S(=O)(=O)NC3CCCCC3)cc2)c1 was read as CSN deneddyl inh -4, Rpn11 block inactive, SKN-1 inh -14, Rin1-Abl PPI inh 0, FAS-TE inh 10, PABP1 MLLE inh 1, NadD inh -12, MT1-MMP act inh 3 and Neddyl block inactive.
Screening CCOC(=O)C1C(=O)C=C(c2ccc(Br)cc2)CC1c1ccco1 (stereo not drawn) returned CSN deneddyl inh 3, Rpn11 block inactive, SKN-1 inh 14, Rin1-Abl PPI inh 1, FAS-TE inh 25, PABP1 MLLE inh -24, NadD inh -5, MT1-MMP act inh -11 and Neddyl block inactive.
`CCCOc1ccc(C(=O)OCC(=O)c2c(N)n(C)c(=O)n(C)c2=O)cc1OCC` gave CSN deneddyl inh -8, Rpn11 block inactive, SKN-1 inh -3, Rin1-Abl PPI inh 1, FAS-TE inh -14, PABP1 MLLE inh 11, NadD inh 0, MT1-MMP act inh 4 and Neddyl block inactive.
For O=S(=O)(c1ccccc1)N1CCN(c2nc(-c3cccnc3)nc3ccccc23)CC1 the results were CSN deneddyl inh 2, Rpn11 block inactive, SKN-1 inh 27, Rin1-Abl PPI inh -3, FAS-TE inh 24, PABP1 MLLE inh -5, NadD inh 6, MT1-MMP act inh -1 and Neddyl block inactive.
CC(=O)c1ccc(N2CCN(C(=O)CCN3C(=S)NC(C)(C)CC3C)CC2)cc1 (stereo not drawn) was read as CSN deneddyl inh 5, Rpn11 block inactive, SKN-1 inh 11, Rin1-Abl PPI inh -6, FAS-TE inh -4, PABP1 MLLE inh -93, NadD inh 4, MT1-MMP act inh -1 and Neddyl block inactive.
For CCCNC(=O)C1(C)CCCN(Cc2cc3ccccc3o2)C1 (stereo not drawn) the results were CSN deneddyl inh -4, Rpn11 block inactive, SKN-1 inh -2, Rin1-Abl PPI inh -1, FAS-TE inh -1, PABP1 MLLE inh -2, NadD inh 4, MT1-MMP act inh 0 and Neddyl block inactive.
COc1ccc(-c2nnc3ccc(SCC(=O)N4CCCCC4)nn23)cc1OC was read as CSN deneddyl inh 5, Rpn11 block inactive, SKN-1 inh 0, Rin1-Abl PPI inh -8, FAS-TE inh -2, PABP1 MLLE inh -12, NadD inh 3, MT1-MMP act inh -7 and Neddyl block inactive.
`O=C(Cn1cnc2c(cnn2-c2ccccc2)c1=O)N1CCN(c2ccc(F)cc2)CC1` gave CSN deneddyl inh -2, Rpn11 block inactive, SKN-1 inh 1, Rin1-Abl PPI inh 0, FAS-TE inh -4, PABP1 MLLE inh -12, NadD inh 1, MT1-MMP act inh -2 and Neddyl block inactive.
For COc1cc(=O)[nH]c(SC(C)C(=O)Nc2nc3c(s2)CCCC3)n1 (stereo not drawn) the results were CSN deneddyl inh 0, Rpn11 block inactive, SKN-1 inh 1, Rin1-Abl PPI inh 2, FAS-TE inh 0, PABP1 MLLE inh 2, NadD inh -1, MT1-MMP act inh 5 and Neddyl block inactive.
Screening CCOC(=O)/C(C#N)=C(C)/C=C1\Sc2ccccc2N1CC returned CSN deneddyl inh -70, SKN-1 inh -22, Rin1-Abl PPI inh 2, FAS-TE inh -67, PABP1 MLLE inh 33, NadD inh -1, MT1-MMP act inh -198 and Neddyl block inactive.
